From PubChem
bIAP inh: intestinal alkaline phosphatase (bovine) inhibition; purified bovine IAP, CDP-star luminescence, 30 min; inhibition, % at 20 µM; 190,000 tested, under 10 active;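 active = over 50% inhibition of intestinal alkaline phosphatase at 20 µM in the single-dose screen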
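System: purified bovine intestinal alkaline phosphatase (IAP) enzyme; Input: IAP diluted 1/65,000,000 in the well; Measured by: CDP-star luminescence signal; Compound dosing: 20 µM single dose; Incubation: 30 min reaction at room temperature.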
Diaphorase act: diaphorase activation or chemical reduction counter-screen | 190,000 compounds, 0.005% hits | activation factor at 20 µM | AID 1229 | Diaphorase/resazurin coupled assay, resorufin fluorescence, 16 min; hits give high values; 1 = vehicle wells, 0 = NADH-free wells;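 active = diaphorase activity raised at least twofold by the compound at 20 µM; inactive = activation factor below 2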
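test system = bacterial diaphorase enzyme (C. kluyveri) | quantity = enzyme 0.07 U/mL final | reagent = NADH substrate 0.114 mM plus resazurin dye 0.1 mM, final | incubation = 16 min enzyme reaction, ambient temperature | buffer or medium = HEPES pH 7.4 buffer with MgCl2 and Tween 20 | signal = fluorescence of resorufin, 544 nm excitation, 590 nm emission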
PMI act satM6P: PMI (human) activation, high substrate; coupled PMI enzyme assay, resazurin fluorescence, 20 min; hits give high values; 1 = untreated enzyme, 0 = substrate-free blank; activation factor at 20 µM; 190,000 compounds, 0.34% hits;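 active = activation factor of 2 or more at 20 µM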
Target sequence (P34949 whole entry, looked up): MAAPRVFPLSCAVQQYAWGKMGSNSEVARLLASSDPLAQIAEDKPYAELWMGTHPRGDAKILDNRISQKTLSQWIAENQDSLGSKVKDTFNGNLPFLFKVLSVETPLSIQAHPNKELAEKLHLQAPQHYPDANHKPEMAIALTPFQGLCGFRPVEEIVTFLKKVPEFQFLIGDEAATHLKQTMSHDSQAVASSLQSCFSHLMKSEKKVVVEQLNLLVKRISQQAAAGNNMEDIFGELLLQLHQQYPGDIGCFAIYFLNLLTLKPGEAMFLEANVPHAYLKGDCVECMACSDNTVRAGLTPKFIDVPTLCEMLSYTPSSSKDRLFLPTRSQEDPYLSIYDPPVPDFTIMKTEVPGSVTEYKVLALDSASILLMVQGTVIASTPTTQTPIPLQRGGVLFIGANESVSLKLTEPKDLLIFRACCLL
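Technique: Diaphorase-driven resazurin-to-resorufin fluorescence, excitation 544, emission 590 nm | Assay system: Human PMI in coupled enzyme assay | Times: Enzyme reaction with compound 20 min at room temperature | Medium: HEPES-buffered pH 7.4 with magnesium and detergent | Reagent: Mannose-6-phosphate 1.0 mM (near-saturating) plus 0.22 mM NADP+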
Lmaj promast: reduces viability of Leishmania major promastigotes; resazurin fluorescence viability; 200,000 compounds, 9% hits; inhibition, % at 10 µM; in the data active = inhibition above about 50%;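 also: promastigotes grown with compound for 44 hours at 28 °C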
Diaphorase inh: inhibits diaphorase or chemically oxidizes, flagging diaphorase assay artifacts | inhibition, % at 20 µM | 190,000 compounds, 0.69% hits | diaphorase resazurin-to-resorufin fluorescence, NADH, 16 min; bacterial (C. kluyveri) enzyme, not human;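 active = primary screen inhibition at 20 µM above a set limit, cut at about 50% in these data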;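 also: plate controls were DMSO with full reaction for no effect and wells lacking NADH for full effect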
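Test system: Clostridium kluyveri diaphorase enzyme / Quantity: diaphorase at 0.14 U/mL in enzyme working solution / Incubation: 16-min room-temperature incubation before reading / Benchmarks: NADH-free wells as positive control, DMSO-only neutral wells / Signal: resorufin fluorescence 544/590 nm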
TNAP act hiacc: activators of human TNAP at high phosphate acceptor concentration. AID 1136. activation factor at 20 µM. purified TNAP, CDP-star luminescence, 1 M DEA, 30 min; hits give high values; 0 = EDTA background, 1 = DMSO-only activity. 200,000 tested, under 10 active;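 active = activation factor at least 2 at 20 µM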
Target sequence (P05186 whole entry, looked up): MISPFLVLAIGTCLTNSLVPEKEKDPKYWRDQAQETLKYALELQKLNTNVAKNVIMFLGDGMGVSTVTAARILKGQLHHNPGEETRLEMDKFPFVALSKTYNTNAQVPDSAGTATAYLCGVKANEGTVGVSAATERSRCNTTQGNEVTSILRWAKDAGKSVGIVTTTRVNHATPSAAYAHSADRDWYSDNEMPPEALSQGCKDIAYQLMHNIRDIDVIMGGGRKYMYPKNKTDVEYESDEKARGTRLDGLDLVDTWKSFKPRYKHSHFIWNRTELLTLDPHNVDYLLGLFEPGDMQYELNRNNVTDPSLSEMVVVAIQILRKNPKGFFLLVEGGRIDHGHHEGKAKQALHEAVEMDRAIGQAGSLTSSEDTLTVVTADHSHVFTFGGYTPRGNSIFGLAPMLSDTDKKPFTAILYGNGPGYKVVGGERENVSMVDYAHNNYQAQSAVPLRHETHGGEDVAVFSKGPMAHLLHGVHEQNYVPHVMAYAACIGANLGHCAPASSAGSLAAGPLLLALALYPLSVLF
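Assay system: human TNAP; Input: enzyme diluted 1/800 final; Reagent: CDP-star luminogenic substrate at 100 µM final; Timing: 30 min, room temperature; Signal: luminescence; Evaluation: TNAP activation factor scaled between EDTA and DMSO control wells.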
bIAP act: increases bovine intestinal alkaline phosphatase activity; activation factor at 20 µM; 200,000 compounds, 0.17% hits; purified bovine IAP, CDP-star luminescence, 30 min; hits give high values; fold of DMSO-control signal, blank-subtracted; AID 1016;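 active = activation factor of 2 or more at 20 µM, a signal rise over negative controls twice the positive control's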
TNAP inh no acc: blocks human TNAP activity with no phosphate acceptor present. P05186. inhibition, % at 20 µM. AID 1012. purified TNAP, CDP-star luminescence, 30 min. 200,000 compounds, 0.26% hits;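 active = tissue-nonspecific alkaline phosphatase inhibition above about 50% at 20 µM in the single-dose screen, limit read from the data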;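 also: 0% = DMSO negative control and 100% = EDTA positive control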
PMI activator: phosphomannose isomerase (human) activation; P34949; purified human PMI, coupled resazurin fluorescence, 20 min; hits give high values; 1 = vehicle control, 0 substrate-free wells; activation factor at 20 µM; 190,000 compounds, 0.005% hits; AID 1214;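 active = activation factor of 2 or more at 20 µM, relative to plate controls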
TNAP inh hi DEA: TNAP (human) inhibition, high acceptor. P05186. purified TNAP, CDP-star luminescence, 1 M DEA. inhibition, % at 20 µM. 200,000 compounds, 0.03% hits;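 active = over 50% inhibition of tissue-nonspecific alkaline phosphatase at 20 µM in the single-dose screen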;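 also: plate controls were DMSO wells for no effect and EDTA-quenched wells as full inhibition for full effect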
The depositor's hits bear a star; / = no result given.

SMILES | bIAP inh | Diaphorase act | PMI act satM6P | Lmaj promast | Diaphorase inh | TNAP act hiacc | bIAP act | TNAP inh no acc | PMI activator | TNAP inh hi DEA
CCOc1ccc(N(CC(=O)Nc2cccc(N(C)S(C)(=O)=O)c2)S(=O)(=O)c2ccccc2)cc1 | / | 0.9 | 1 | 55* | 13 | 1 | 0.5 | -24 | 1 | -4
O=C(c1ccccc1)c1cccc(NC(=O)c2ccco2)c1 | 21 | 0.7 | 0.8 | 97* | 28 | 1.1 | 0.8 | -12 | 0.9 | -5
CCOc1cc(N2CCOCC2)c(OCC)cc1NC(=S)NCCCOC | -14 | 0.7 | 0.4 | -10 | 35 | 1.1 | 1.1 | 8 | 0.6 | -7
CC1(C)CC(=O)c2cn3nc(C(F)(F)F)nc3nc2C1 | 6 | 1.1 | 1.2 | 0 | -10 | 1.1 | 0.9 | -4 | 1.2 | -10
Cc1ccc(S(=O)(=O)Nc2ccccc2C(=O)Nc2nc(-c3ccc(F)cc3)cs2)cc1 | 2 | 0.9 | 1.1 | 54* | 13 | 1 | 1 | 16 | 1 | -3
Oc1ccccc1C(=S)N1CCN(c2cccc(Cl)c2)CC1 | 12 | 0.8 | 1 | 4 | 16 | 1.1 | 0.9 | -6 | 0.8 | -5
CC1CCCN(C(=O)N2c3ccccc3Sc3ccccc32)C1 (configuration not stated) | 13 | 0.9 | 1 | 5 | 11 | 1.1 | 0.9 | -12 | 1 | -6
CN(C)c1ccc(/C=N\NC(=S)SCN2C(=O)C3CCC(C)(C2=O)C3(C)C)cc1 (configuration not stated) | -2 | 0.7 | 1.1 | -2 | 30 | 0.9 | 1 | 6 | 1 | 8
Nc1nc(CN2CCCCC2)cs1 | 11 | 0.9 | 0.9 | -4 | 6 | 1 | 0.9 | -2 | 1 | -4
COc1ccccc1CSc1ncc(-c2ccc([N+](=O)[O-])cc2)[nH]1 | -11 | 0.8 | 0.6 | 76* | 22 | 1 | 1.1 | -11 | 0.4 | 4
CCCCC(CC)C(=O)Nc1cc([N+](=O)[O-])ccc1F (configuration not stated) | -2 | 0.9 | 1 | -6 | 7 | 1 | 1 | 2 | 0.9 | 3
O=C(c1ccc(COc2ccc(Cl)cc2)cc1)N1CCCCC1 | 3 | 0.7 | 0.9 | -1 | 27 | 1 | 1 | 4 | 0.8 | -4
Cc1ccc(NC(=O)CCNS(=O)(=O)c2ccc3c(c2)c(=O)n(C)c(=O)n3C)cc1C | 0 | 1 | 1.1 | 2 | 1 | 1 | 1 | -5 | 1.1 | 2
CNC(=O)NC(=O)CSc1nnc(-c2ccco2)n1Cc1ccccc1 | 7 | 1 | 1.1 | -4 | 2 | 1 | 0.9 | -11 | 1.1 | -4
O=C(Cc1ccccc1)n1nc(-c2ccccc2)nc1NCc1ccco1 | 10 | 0.8 | 1.1 | -5 | 18 | 1 | 0.9 | 30 | 1.1 | -2
O=C(NNS(=O)(=O)c1ccccc1)c1ccc(S(=O)(=O)N2CCCCC2)cc1 | 4 | 0.8 | 0.9 | -9 | 18 | 1 | 1 | -8 | 0.8 | 1
COc1ccc(OCC(=O)N2CCN(C(=O)c3ccco3)CC2)cc1 | -9 | 1.1 | 1.1 | -8 | -6 | 1 | 1.1 | -11 | 1 | -5
CCO[C@@H]1OC(C(=O)N2CCN(Cc3ccc4c(c3)OCO4)CC2)=C[C@H](c2ccc(C(F)(F)F)cc2)[C@H]1CCCO | -7 | 0.5 | 0.8 | 35 | 46 | 1.1 | 1.1 | -9 | 0.8 | -9
c1nnn(C23CC4CC(CC(C4)C2)C3)n1 | 6 | 0.9 | 1 | -4 | 6 | 1 | 0.9 | -16 | 0.9 | -3
COc1ccc(S(=O)(=O)Nc2ccccc2C)cc1 | 20 | 0.9 | 1 | 5 | 12 | 1 | 0.8 | -5 | 1 | -3
CN1CC(=O)N(CC(=O)NCc2ccc(F)cc2)c2ccccc2C1=O | 11 | 0.9 | 0.9 | -7 | 10 | 1 | 0.9 | -8 | 0.8 | -2
COc1ccc(/C=C/C(=O)c2ccc(OC)cc2O)cc1 | 8 | 0.8 | 0.9 | 8 | 19 | 1 | 0.9 | -1 | 0.9 | 3
CCOC(=O)c1c(-c2ccccc2)csc1NC(=O)CSc1ccccc1 | 8 | 1 | 1 | 1 | 2 | 1.1 | 0.9 | -11 | 0.9 | -5
CCOC(=O)C1=C(C)Nc2ccccc2N=C1NC(=O)c1cccc(S(=O)(=O)NCc2ccccc2)c1 | 7 | 0.9 | 1.2 | 0 | 14 | 1 | 0.9 | -13 | 1.1 | -4
COCCNC(=S)N1CCC(NC(=O)Nc2ccc(C)cc2)CC1 | -3 | 0.8 | 0.9 | -8 | 24 | 1 | 1 | -5 | 0.9 | 0
COc1ccc(NC(=O)CCCN2C(=O)C3C4C=CC(C4)C3C2=O)c(OC)c1 (configuration not stated) | -16 | 0.8 | 0.9 | -4 | 18 | 1 | 1.2 | -5 | 1 | 1
CN1CCN(c2nc(C#N)cc(-c3ccccc3)n2)CC1 | 5 | 1.1 | 1.1 | 14 | -10 | 1 | 1 | 2 | 1.1 | -4
Cc1ccc(CN2CCC(c3nc4ccc(Cl)cc4[nH]3)CC2)cc1 | -38 | 1 | 1 | 92* | -4 | 1.1 | 1.4 | -8 | 1 | -6
CCOC(=O)c1c(C)oc2ccc(OCc3cc(C(=O)OC)oc3C)cc12 | -7 | 0.9 | 1 | -4 | 13 | 1 | 1.1 | -12 | 1 | -2
CNCCOc1ccccc1C(C)(C)C | -12 | 0.9 | 0.9 | 2 | 13 | 1 | 1.1 | -17 | 0.9 | -4
O=C(CCc1c[nH]c2ccccc12)NCc1ccco1 | 12 | 0.9 | 1.1 | -4 | 9 | 1.1 | 0.9 | -9 | 1 | -8
CCC1Oc2ccccc2N(CC(=O)NCCCN2CCN(Cc3ccccc3)CC2)C1=O (configuration not stated) | -5 | 0.9 | 0.9 | -7 | 13 | 1 | 1.1 | -8 | 0.9 | -5
c1ccn(-c2ncnc3sc4c(c23)CCCC4)c1 | 10 | 0.9 | 0.9 | 0 | 13 | 1 | 0.9 | -8 | 1 | 0
O=S(=O)(NCC1CCN(S(=O)(=O)c2ccccc2)CC1)c1ccccc1 | 5 | 0.9 | 0.9 | -1 | 13 | 1 | 0.9 | -9 | 0.9 | -3
CCCC(=O)NC(=S)c1c(C)n(C)n(-c2ccccc2)c1=O | 4 | 0.8 | 1.6 | -8 | 20 | 1 | 1 | -2 | 1.5 | 1
CCc1ccc2[nH]cc(C(=O)N3CCCCCC3)c(=O)c2c1 | 0 | 0.9 | 1 | -3 | 9 | 1.1 | 1 | -6 | 1 | -5
COc1ccc(OC)c(C(c2nnnn2Cc2ccccc2)N2CCN(C3CCCCC3)CC2)c1 (configuration not stated) | -8 | 0.7 | 1 | 7 | 29 | 1.1 | 1.1 | -12 | 0.9 | -6
COc1ccc(-n2ccnc2SCC(=O)NO)cc1 | -20 | 0.7 | 0.9 | -1 | 30 | 1 | 1.2 | -10 | 1.1 | -2
CC(C)C(=O)Nc1ccc(C(=O)N/N=C/C2CC3C=CC2C3)cc1 (configuration not stated) | 10 | 0.9 | 1 | -1 | 11 | 1 | 0.9 | -6 | 1 | -3
Cn1cc(C(=O)c2ccc(Cl)cc2Cl)cc1C(=O)N/N=C(\N)COc1ccc(Cl)cc1Cl | -5 | 0.9 | 1 | 100* | 7 | 1 | 1.1 | -6 | 1 | 2
O=C(Nc1ccc(N2CCOCC2)cc1)C1CC(O)CN1S(=O)(=O)c1ccc(Cl)cc1 (configuration not stated) | 0 | 0.9 | 1 | 1 | 11 | 1 | 1 | -11 | 1 | 1
CC(Sc1nncn1C)C(=O)Nc1nnc(-c2ccccc2)s1 (configuration not stated) | 18 | 0.9 | 0.9 | -4 | 12 | 1 | 0.8 | 2 | 0.9 | -5
CC1CCCCN1C(=O)Cn1cnc2cc([N+](=O)[O-])ccc2c1=O (configuration not stated) | -10 | 0.8 | 1 | 11 | 18 | 1 | 1.1 | -10 | 1.1 | -3
CC(C)(CO)N=C1NS(=O)(=O)c2cc([N+](=O)[O-])ccc21 | -4 | 1 | 1 | -4 | 0 | 1 | 1 | -6 | 1 | 2
O=[N+]([O-])c1ccc(/C=N/NS(=O)(=O)c2ccc(Cl)cc2)o1 | -3 | 0.9 | 2.2* | 53* | 11 | 1 | 1 | 17 | 1.6 | 2
CCCCN(C(=O)NC(=O)Nc1ccccc1OCC)S(C)(=O)=O | 8 | 0.9 | 1 | -7 | 8 | 1 | 0.9 | -5 | 1 | -3
Cc1nnc(CN(C)Cc2cn[nH]c2-c2ccc(-c3ccccc3)cc2)o1 | 1 | 0.9 | 1 | 26 | 7 | 1 | 1 | -6 | 0.9 | -5
O=C1CSC(=NC2CCCCC2)N1 | 1 | 1 | 1 | -2 | -2 | 1 | 1 | -11 | 0.9 | 2
COc1ccc(C(C)(C)C)cc1NC(=S)NCCN1CCOCC1 | -3 | 0.9 | 1 | -3 | 5 | 1 | 1 | -4 | 0.9 | -3
COc1ccc(C(=O)OC(C(=O)c2ccccc2)c2ccccc2)cc1 (configuration not stated) | 10 | 0.9 | 1 | 24 | 13 | 1 | 0.9 | -3 | 0.9 | 0
CNc1nc(-c2ccc([N+](=O)[O-])cc2)cs1 | 10 | 0.9 | 1.1 | -6 | 5 | 1 | 0.9 | -3 | 1.1 | 4
C[C@@H](C(=O)NCc1ccccn1)[C@@H]1C[C@@]1(C)[C@@H](NC(=O)OCc1ccccc1)c1ccccc1 | 36 | 0.9 | 0.9 | 5 | 9 | 1 | 0.6 | -5 | 1 | 2

Structures listed so far that bear a hit mark in PMI act satM6P:
| mol | bIAP inh | PMI act satM6P | Diaphorase inh | TNAP act hiacc | bIAP act | TNAP inh no acc | PMI activator | TNAP inh hi DEA |
| --- | --- | --- | --- | --- | --- | --- | --- | --- |
| O=[N+]([O-])c1ccc(/C=N/NS(=O)(=O)c2ccc(Cl)cc2)o1 | -3 | 2.2* | 11 | 1 | 1 | 17 | 1.6 | 2 |

Ordered by molecular weight (low to high): some entries from above.
SMILES | bIAP inh | Diaphorase act | PMI act satM6P | Lmaj promast | Diaphorase inh | TNAP act hiacc | bIAP act | TNAP inh no acc | PMI activator | TNAP inh hi DEA
CC(C)(CO)N=C1NS(=O)(=O)c2cc([N+](=O)[O-])ccc21 | -4 | 1 | 1 | -4 | 0 | 1 | 1 | -6 | 1 | 2
CCCCN(C(=O)NC(=O)Nc1ccccc1OCC)S(C)(=O)=O | 8 | 0.9 | 1 | -7 | 8 | 1 | 0.9 | -5 | 1 | -3
O=C(Nc1ccc(N2CCOCC2)cc1)C1CC(O)CN1S(=O)(=O)c1ccc(Cl)cc1 (configuration not stated) | 0 | 0.9 | 1 | 1 | 11 | 1 | 1 | -11 | 1 | 1
